# Screening data as filed in PubChem BioAssay.
# tuberculosis growth – growth inhibition of non-replicating M. tuberculosis (AID 488890). Mycobacterium tuberculosis non-replicating, growth inhibition; higher % means a stronger effect. inhibition, % at 25 µM; hits with a dose series show IC50 in µM. 320,000 compounds, 0.39% hits; in the data active = a potency from the dose series;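 also: plate controls were DMSO cells for no effect and high antibiotic wells for full effect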
# influenza NS1A – NS1A inhibition, H1N1 influenza, cell based functional assay (AID 504329). NS1A functional cell-based assay, percent inhibition; higher % means a stronger effect. inhibition, % at 12.5 µM; hits with a dose series show IC50 in µM. 340,000 compounds, 0.3% hits; in the data active = a potency from the dose series; also: strong numbers were not always called active
# H37Rv inhibition – M. tuberculosis growth inhibition, HTS (AID 449762) | M. tuberculosis H37Rv growth inhibition, 7H9 media; higher % means a stronger effect | inhibition, % at 25 µM; hits with a dose series show IC50 in µM | 330,000 compounds, 0.59% hits; in the data active = a potency from the dose series;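 also: bacterial growth assessed after seven days of incubation; strong numbers were not always called active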
# PhoP GFP inhibition – Inhibition of PhoP regulon, Salmonella typhi GFP reporter cells, confirmation, 4 h (AID 1850) | inhibition, % at 50 µM; hits with a dose series show IC50 in µM | Salmonella Typhi PhoP-promoter GFP reporter, fluorescence, 4 h; higher % means a stronger effect | 310,000 compounds, 0.33% hits; in the data active = a potency from the dose series;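 also: 0% = induced wells with vehicle and 100% = uninduced wells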
# inhibitors of VEEV – inhibitors of VEEV TC-83 cytopathic effect, confirmation, Vero cells (AID 588727). Vero cells, VEEV TC-83 cytopathic effect inhibition; higher % means a stronger effect. one-dose inhibition, % at 20 µM; IC50 in µM for titrated hits. 350,000 compounds, 0.13% hits; in the data active = a potency from the dose series; also: strong numbers were not always called active
# * = called active by the depositor; i = inactive; . = no result given.
# Value order – tuberculosis growth	influenza NS1A	H37Rv inhibition	PhoP GFP inhibition	inhibitors of VEEV
> O=C(Cc1ccc(-c2ccccc2)cc1)N1CCOCC1
→ 13%	7%	-7%	5%	i
> COC(=O)C12OCC34C(CC5C(C)=C(O)C(=O)CC5(C)C3C(O)C1O)OC(=O)C(OC(=O)/C=C(\C)C(C)C)C24 (stereo unspecified)
→ .	14%	.	.	4.4%
> Cc1ccc(SCC(=O)NCC(C)C)cc1
→ 50%	-5%	-3%	-1%	2.1%
> Cc1[nH]ccc2c1[nH]c1cc(=O)ccc12
→ 2%	1%	4%	18%	1.2%
> O=C(Nc1ccc2ccccc2n1)Nc1ccccc1F
→ -2%	-7%	-1%	-15%	i
> C=CCn1c(Cc2ccccc2)nnc1SCc1nc2ccccc2c(=O)[nH]1
→ 3%	3%	0%	0%	0.3%
> COC(=O)Nc1ccccc1C(=O)N1CCN(c2ccc(C)cc2)CC1
→ -14%	-3%	-5%	-11%	i
> COc1ccc(C2=NO[C@@H]3[C@@H]4C[C@@H]([C@H]5C(=O)N(C)C(=O)[C@@H]45)[C@H]23)c(OC)c1
→ -8%	.	-3%	1%	1.8%
> CCCCc1cn([C@@H](CCCCN)C(=O)N2CCNCC2)nn1
→ -10%	0%	-1%	0%	0.6%
> CSc1nc2nc(-c3ccccc3)cc(=O)n2[nH]1
→ 15%	2%	4%	-6%	0.3%
> CN1N=C(C(=O)N2CCCC(Nc3ccc(F)c(F)c3)C2)CCC1=O (stereo unspecified)
→ 11%	-2%	7%	1%	1.1%
> CC(=O)N1CCCc2cc(S(=O)(=O)CCC(=O)N3CCN(c4cccc(C)c4)C(C)C3)ccc21 (stereo unspecified)
→ .	8%	-7%	-14%	8.8%
> O=C(NCCc1ccccc1)c1ccc2nc(-c3ccco3)c(-c3ccco3)nc2c1
→ 51%	-7%	-2%	-3%	2.3%
> CCOC(=O)c1cc(-c2ccc(Cl)cc2)nc2c1c(=O)[nH]c(=O)n2CCOC
→ 4%	4%	7%	-7%	0.3%
> COC(=O)c1cn(CC(=O)Nc2ccc(F)cc2)c2ccccc12
→ 7%	-6%	-3%	-4%	0.3%
> COc1cccc(N(C(=O)CNC(=O)c2ccco2)C(C(=O)NC2CCCCC2)c2cccnc2)c1 (stereo unspecified)
→ 1%	-3%	-4%	5%	i
> O=C(CN1CCOc2ccccc21)N1CCCC1
→ 4%	1%	-8%	-3%	0.9%
> O=C(CCc1nc2ccccc2c(=O)[nH]1)Nc1nnc(SCc2ccc(F)cc2)s1
→ .	-14%	0%	0%	i
> CN(Cc1ccccc1)C(=O)C1CCC(CNS(=O)(=O)c2cccc3cccnc23)CC1 (stereo unspecified)
→ 10%	-7%	0%	4%	8.3%
> O=C(c1ccc2c(c1)OCO2)N1CCN(c2ncccn2)CC1
→ -9%	-15%	-8%	8%	0.2%
> Cn1cccc1CC(=O)N/N=C/c1ccc(Cl)c([N+](=O)[O-])c1
→ 8%	.	-1%	6%	4.0%
> COc1cc(SC)ccc1C(=O)Nc1ccc2ncccc2c1
→ -2%	-8%	-30%	-3%	0.4%
> CC1CN(CC(=O)c2c(N)n(Cc3ccccc3)c(=O)n(C)c2=O)CC(C)O1 (stereo unspecified)
→ 1%	-6%	-10%	-3%	1.8%
> Cc1nc(NC(=O)c2ccc(F)cc2)sc1C(=O)Nc1ccc2c(c1)CCC2
→ -9%	7%	5%	-5%	0.2%
> N#C/C(=C\c1ccncc1)c1ccccn1
→ 13%	5%	-1%	9%	5.8%
> CCOC(=O)c1cc2c(=O)n3ccccc3nc2n(Cc2ccco2)c1=NC(=O)c1cccnc1
→ -12%	8%	-12%	3%	9.2%
> COc1ccccc1OCC(=O)OCC(=O)Nc1sccc1C(N)=O
→ -14%	-11%	-1%	-2%	1.1%
> Cc1ccc(/C=c2/sc3nnc(-c4ccccc4Cl)n3c2=O)o1
→ 58%	4%	3%	-11%	2.0%
> COC(=O)c1ccc(OC(=O)N2CCOCC2)cc1
→ 2%	1%	2%	-1%	2.2%
> Cc1cc(/C([O-])=C(/C(=S)Nc2ccc(F)cc2)[n+]2ccccc2)c(C)n1-c1ccc(F)cc1
→ 9%	18%	-9%	-15%	i

# Complete entries, quoted from the list. Order of values: tuberculosis growth | influenza NS1A | H37Rv inhibition | PhoP GFP inhibition | inhibitors of VEEV
# CCOC(=O)c1cc2c(=O)n3ccccc3nc2n(Cc2ccco2)c1=NC(=O)c1cccnc1 across the screens: -12% | 8% | -12% | 3% | 9.2%
# Cn1cccc1CC(=O)N/N=C/c1ccc(Cl)c([N+](=O)[O-])c1 across the screens: 8% | . | -1% | 6% | 4.0%

# Following part
# Value order – tuberculosis growth	influenza NS1A	H37Rv inhibition	PhoP GFP inhibition	inhibitors of VEEV
> O=C(c1ccccc1Cc1ccccc1)N1CCN(S(=O)(=O)c2ccccc2)CC1
→ -1%	-1%	9%	-7%	3.4%
> Cc1nnc(NC(=O)c2oc3c(ccc4ccccc43)c2C)s1
→ 0%	0%	11%	-11%	3.4%
> CCS(=O)(=O)CCSP(=O)(OC)OC
→ .	-2%	.	.	i
> COc1ccc(/C=C/C(=O)c2cc(Br)ccc2O)cc1OC
→ 2%	-6%	3%	5%	4.2%
> COc1cccc(OC)c1C(=O)N1CCN(S(=O)(=O)c2ccccc2)CC1
→ 16%	-1%	4%	10%	0.6%
> O=C(O)C(Sc1ccncn1)c1ccccc1 (stereo unspecified)
→ -5%	-5%	-2%	-8%	0.8%
> COc1ccc(CN2CCN(C(=O)CC(C)C)CC2)c(OC)c1OC
→ -12%	-6%	2%	3%	0.5%
> N#Cc1nc(-c2ccc(F)cc2)oc1N1CCCCC1
→ -12%	27%	5%	-8%	7.5%
> O=C(NCc1ccccn1)c1cccn1-c1ncc(C(F)(F)F)cc1Cl
→ 13%	7%	-3%	-3%	0.3%
> COC(=O)C1CCN(CC(=O)Nc2ccc3c(c2)OCCO3)CC1
→ 10%	-2%	-1%	.	i
> C[C@]12c3[nH]c4ccc(Cl)cc4c3CCN1C(=O)[C@@H](CC(=O)NCC13CC4CC(CC(C4)C1)C3)C[C@@H]2C(=O)N1CCCCC1
→ .	-2%	.	.	13%
> CSc1ccccc1C(=O)N(CC1CCCO1)c1c(N)n(Cc2ccccc2)c(=O)[nH]c1=O (stereo unspecified)
→ -2%	10%	-3%	6%	2.1%
> N=c1c(S(=O)(=O)c2ccccc2)cc2c(=O)n3ccccc3nc2n1C1CCCCC1
→ .	-3%	.	.	i
> CC(C)CC(=O)NC(Nc1ccccc1F)C(Cl)(Cl)Cl (stereo unspecified)
→ 17%	-4%	-10%	6%	i
> Cc1nn(-c2nc3ccccc3s2)c(C)c1Oc1ccccc1O
→ 25%	-6%	9%	4%	12µM*
> CC1=C(C(=O)OC(C)C)C(c2ccc(Cl)cc2)n2c(s/c(=C\c3ccc(OCC(=O)O)cc3)c2=O)=N1 (stereo unspecified)
→ 6%	-6%	6%	-13%	1.2%
> C=CCN(CC=C)CCOc1ccc(C)cc1[N+](=O)[O-]
→ -12%	3%	4%	-6%	i
> CCc1ccc(N2CC(C(=O)N/N=C/c3ccccc3)CC2=O)cc1 (stereo unspecified)
→ 24%	-2%	-7%	-5%	2.5%
> O=C(NC1CCCC1)c1ccc(CN2CCOCC2)cc1
→ 8%	-21%	1%	-9%	0.3%
> CCC(C)(C)C(=O)Nc1cc([N+](=O)[O-])ccc1Cl
→ 8%	-5%	3%	-5%	1.6%
> COc1ccc(C(C)(C)C)cc1NC(=O)c1c(C)noc1C
→ -1%	-3%	-6%	-3%	1.3%
> O=C(CCCN1C(=O)c2ccccc2C1=O)Nc1sc2c(c1C(=O)NCc1ccco1)CCC2
→ 18%	37%	-16%	1%	i
> CCC(CC)=NNc1cccc([N+](=O)[O-])c1
→ 14%	8%	14%	-5%	1.6%
> CCOC(=O)N1CCN(S(=O)(=O)c2ccc(C(=O)N(CCCN(C)C)c3nc4c(F)cc(F)cc4s3)cc2)CC1
→ -9%	-8%	2%	8%	1.8%
> O=C(Nc1ccc(C(F)(F)F)cc1[N+](=O)[O-])O[C@H]1[C@H](Cc2ccccc2)NS(=O)(=O)[C@H]2C[C@@H]3C=C[C@]12O3
→ 20%	5%	-9%	.	i
> COC(=O)C(C(C)C)N1CCc2c(C)nc3c(C#N)cnn3c21 (stereo unspecified)
→ -11%	-8%	2%	2%	i
> CCOC(=O)Cc1nnc(NC(=O)Nc2ccccc2)s1
→ 8%	-2%	7%	1%	1.6%
> O=C(COc1ccc(-c2nnco2)cc1)Nc1ccc(F)c(Cl)c1
→ 69%	3%	4%	.	5.8%
> Cc1ccc(-c2ccc3nnc(SCC(N)=O)n3n2)cc1
→ -5%	-18%	1%	3%	0.7%
> Cc1cc(C)c(C2=NOC3C4CCC(C4)C23)c(C)c1 (stereo unspecified)
→ 16%	3%	-1%	-15%	0.1%
> CSc1nnc2c3cc(F)ccc3n(C)c2n1
→ 29%	21%	-5%	0%	6.3%
> COc1cccc(NC(=O)CN2C(=O)c3cccnc3Oc3ccc(Cl)cc32)c1
→ 38%	1%	5%	-3%	10%
> C=CCNC(=O)C1CCC(CNc2nc(=S)[nH]c3ccccc23)CC1 (stereo unspecified)
→ -16%	18%	-14%	-11%	i
> CCCn1c(SCC(=O)NC(=O)NCc2ccccc2)n[nH]c1=O
→ -1%	-13%	6%	.	0.3%
> C=CCN1C(=O)/C(=C2/Sc3ccccc3N2CC)SC1=S
→ -12%	6%	-3%	-16%	i
> Nc1nc(SCC(=O)Nc2ccc(Br)cc2F)n[nH]1
→ 1%	3%	-4%	3%	0.9%
> COc1ccc(N(CC(=O)O)S(=O)(=O)c2ccc(C)cc2)cc1Cl
→ -11%	-8%	-7%	0%	0.5%
> Cc1cc2ccccc2n1CCNC(=O)C1CCCCC1
→ 65%	-6%	-5%	-1%	6.9%
> O=C(CSc1ccc2nnc(CCNC(=O)c3ccccc3)n2n1)Nc1ccc(F)cc1F
→ -4%	-3%	0%	-7%	1.3%
> O=C(N/N=C/c1cccc(NC(=O)c2ccc(Cl)cc2)c1)c1cccc(O)c1
→ 12%	-8%	26%	-2%	13%
> CCCS(=O)(=O)Nc1cccc(-c2ccc3nnc(C)n3n2)c1
→ -1%	5%	-4%	-7%	0.9%
> COc1ccc(Cn2c(=O)cc(N)n(-c3ccccc3C)c2=O)cc1
→ -5%	.	-5%	2%	0.2%
> O=C(Cn1cnc2c(nnn2Cc2ccc(F)cc2)c1=O)OCc1ccccc1
→ 4%	24%	-14%	-5%	0.9%
> COc1ccc(NC(=O)COC(=O)c2ccc3c(c2)OCO3)c(OC)c1
→ -3%	-5%	7%	.	1.6%
> CCOC(=O)C1CCCN(c2c(NCCc3ccc(C)cc3)c(=O)c2=O)C1 (stereo unspecified)
→ 13%	-8%	7%	18%	i
> Cc1sc2c(c1C)c(=O)n(-c1cccc(C(F)(F)F)c1)c(=O)n2CC(=O)NCc1ccco1
→ -20%	4%	7%	2%	4.5%
> CCN1CCN(c2nc(C)c3c(n2)CCCC3=O)CC1
→ -7%	-3%	-1%	-4%	0.9%
> CC1CCN(C(=O)COC(=O)C(C)N2C(=O)c3ccccc3C2=O)CC1 (stereo unspecified)
→ -7%	-3%	0%	.	0.7%
> CSCCC(NS(=O)(=O)c1ccc(C)c(C(=O)O)c1)C(=O)O (stereo unspecified)
→ -14%	16%	4%	-8%	1.0%
> O=C(NCc1ccccc1F)C1CCCN(C(=O)Nc2ccc(F)cc2)C1 (stereo unspecified)
→ -9%	5%	2%	9%	0.9%
> COc1cc(NC(=O)c2cc([N+](=O)[O-])ccc2NC(=O)CN2CCN(c3ccccn3)CC2)cc(OC)c1
→ 2%	27%	-1%	-3%	7.4%
> COc1ccc(/C=N/NC(=O)c2ccc(COc3ccccc3Cl)o2)c(OC)c1C
→ 0%	-5%	4%	6%	0.2%
> COC(=O)COc1ccc(Oc2nc(SC)nc(N(C)C)n2)nn1
→ -5%	2%	-4%	-2%	0.7%
> COc1ccccc1C(=O)N/C(=C\c1ccc2c(c1)OCO2)C(=O)NCCc1nc2ccccc2[nH]1
→ -2%	7%	0%	-4%	2.9%
> O=S(=O)(N/N=C1\CC(c2ccccc2)Oc2ccccc21)c1ccccc1 (stereo unspecified)
→ 7%	-4%	1%	5%	0.7%
> CCCOc1ccc(Cl)cc1CN1CCOCC1
→ -7%	-9%	0%	-2%	1.0%
> CC(=O)c1ccc(S(=O)(=O)N2CCN(C(=O)CCC3CCCC3)CC2)cc1
→ .	7%	.	.	0.2%

# Reformatted: results already given
structure	tuberculosis growth	influenza NS1A	H37Rv inhibition	PhoP GFP inhibition	inhibitors of VEEV
COc1cccc(OC)c1C(=O)N1CCN(S(=O)(=O)c2ccccc2)CC1	16%	-1%	4%	10%	0.6%
O=C(O)C(Sc1ccncn1)c1ccccc1 (stereo unspecified)	-5%	-5%	-2%	-8%	0.8%
COc1ccc(CN2CCN(C(=O)CC(C)C)CC2)c(OC)c1OC	-12%	-6%	2%	3%	0.5%
N#Cc1nc(-c2ccc(F)cc2)oc1N1CCCCC1	-12%	27%	5%	-8%	7.5%
O=C(NCc1ccccn1)c1cccn1-c1ncc(C(F)(F)F)cc1Cl	13%	7%	-3%	-3%	0.3%
COC(=O)C1CCN(CC(=O)Nc2ccc3c(c2)OCCO3)CC1	10%	-2%	-1%	.	i
